# HEK293 cAMP ctrl: raises cAMP in parental HEK293 cells, TSHR agonist counter-screen. parental HEK293 CNG cAMP sensor, membrane potential fluorescence. Potency, µM (doses to about 57.1 µM), for the others: top-dose activation, hits mostly activators. actives 2.5% (n = 73,000). AID 938; further: potency means the concentration at half of the fitted maximal effect; % of control where 0% means no effect; nearly all actives have a fitted effect of over 55% in size
#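 Parental HEK 293 cells stably expressing a modified CNG channel (no TSHR) report cAMP rise as membrane depolarization. Membrane potential dye with 100 uM RO 20-1724 was loaded for 60 min at room temperature, then compound added for 30 min; fluorescence read at 590 nm.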
# Texas Red fluor: compounds fluorescent in Texas Red spectral region; AID 587; max dye-equivalent concentration, M; Compound fluorescence, Texas Red channel, 547/618 nm; hits give high values; actives 0.06% (n = 59,000); in the data active means max dye-equivalent concentration above about 10 nM; inconclusive means between about 1.1 nM and that limit
#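 Compound titrations in 100 mM Tris pH 8.0 were incubated 15 min at room temperature and read at 547 nm excitation / 618 nm emission. Texas Red six-point standard curve on each plate converted fluorescence to dye-equivalent concentration.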
# USP2a inh: inhibitors of human ubiquitin-specific protease USP2a. USP2a enzymatic assay, qHTS inhibition. Potency, µM (titrated, usually from 38.3 µM), inactives show at the top dose activity change, negative = inhibition, hits mostly inhibitors. actives 0.1% (n = 60,000). AID 927;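 further: potency means the concentration at half of the fitted maximal effect; nearly all actives have a fitted effect of over 60% in size; plate controls were DMSO for no effect and NEM full inhibition control for full effect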
#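 20 nM USP2 core + cpd, 30 min RT; add 20 nM Ub-PLA2/20 uM NBD C6-HPC; read Ex460/Em535 at 0 h and 2.5 h. Normalized to NEM; qHTS curve fit/classification.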
# A350 fluor: A350 region autofluorescence; Compound autofluorescence, 340/450 nm, Alexa 350 dye-equivalents; hits give high values; max dye-equivalent concentration, M; actives 11% (n = 59,000); AID 590; in the data active means max dye-equivalent concentration above about 10 nM; inconclusive means mostly about 1.1 nM to 9.6 nM
# Caspase-1 inhib: caspase-1 (human) inhibition, allosteric or competitive | P29466 | Caspase-1 enzyme, Ac-WEHD-AFC fluorogenic rate | Potency, µM (top dose mostly 57.5 µM), for inactives: at the top dose activity change, negative = inhibition, most hits filed as inhibitors | actives 0.03% (n = 75,000) | AID 900;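 further: potency means the concentration at half of the fitted maximal effect; plate controls were vehicle for no effect and no substrate for full effect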
# Target sequence (P29466 120-297 limits assumed): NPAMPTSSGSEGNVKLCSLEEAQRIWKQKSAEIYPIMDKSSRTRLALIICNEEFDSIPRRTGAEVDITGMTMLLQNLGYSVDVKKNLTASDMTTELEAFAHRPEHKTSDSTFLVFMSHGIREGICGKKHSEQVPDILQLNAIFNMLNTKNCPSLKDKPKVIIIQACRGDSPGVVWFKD
# Target sequence (P29466 317-404 limits assumed): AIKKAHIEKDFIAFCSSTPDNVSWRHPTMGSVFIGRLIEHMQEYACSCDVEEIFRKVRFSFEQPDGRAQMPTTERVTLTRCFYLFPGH
# Caspase-7 inhib: blocks human caspase-7 allosterically or competitively; P55210; recombinant caspase-7, Ac-DEVD-AFC fluorescence rate; Potency, µM (titrated, usually from 57.5 µM), for the others: at the top dose activity change, negative = inhibition, hits mostly inhibitors; actives 0.02% (n = 75,000); AID 889; active means well fitted inhibition curve with a large enough effect in the main read-out, with a control signal flat, not every such curve was filed as active; inconclusive means small, poorly fitted or top-dose-only effect, or a change in a side signal; further: potency means the concentration at half of the fitted maximal effect; % of control where 0% means no effect
# Target sequence (P55210 24-198 limits assumed): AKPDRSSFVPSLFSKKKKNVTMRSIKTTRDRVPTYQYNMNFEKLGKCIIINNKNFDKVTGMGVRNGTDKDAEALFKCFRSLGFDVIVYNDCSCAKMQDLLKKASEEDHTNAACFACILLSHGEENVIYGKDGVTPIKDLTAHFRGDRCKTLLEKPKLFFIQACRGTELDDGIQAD
# Target sequence (P55210 207-303 limits assumed): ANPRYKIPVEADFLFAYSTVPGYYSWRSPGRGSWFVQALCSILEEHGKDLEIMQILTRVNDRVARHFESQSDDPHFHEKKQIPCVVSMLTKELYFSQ
# BRCT inh green: BRCA1 BRCT-phosphoprotein interaction inhibition. P38398. actives 0.05% (n = 75,000). Potency, µM (highest dose often 76.9 µM), without a hit: at the top dose activity change, negative = inhibition, hits mostly inhibitors. BRCA1 BRCT-phosphopeptide binding, green fluorescence polarization;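 further: potency means the concentration at half of the fitted maximal effect; plate controls were peptide without protein for full effect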
#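 Compounds were incubated for 12 min at room temperature with a complex of 100 nM fluorescein-tagged pBACH1 decapeptide and 250 nM His-tagged BRCT protein. Buffer was phosphate pH 7.3 with EDTA, DTT and Tween 20. Disruption of binding lowers the polarization signal.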
# 4-MU autofl: 4-MU region autofluorescence; max dye-equivalent concentration, M; AID 589; compound autofluorescence, 340/450 nm, 4-MU equivalents; hits give high values; actives 11% (n = 59,000); in the data active means max dye-equivalent concentration above about 10 nM; inconclusive means mostly about 1.1 nM to 9.6 nM
#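 Intrinsic fluorescence at 340/450 nm (ex/em) was read after 15 min at room temperature in pH 8.0, 100 mM Tris. Each compound concentration expressed as 4-MU-equivalent concentration from a six-point 4-MU standard series on each plate.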
# BRCT PPI red: BRCT-phosphoprotein interaction inhibition (red fluorophore). P38398. BRCT-phosphopeptide binding, red fluorescence polarization. Potency, µM (highest dose often 76.9 µM), inactives show at the highest dose activity change, negative = inhibition, usual class: inhibitors. actives 0.03% (n = 75,000). AID 892; further: on the % scale 0 is the no-effect control and ±100 the full control effect
#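 Fluorescence polarization: 100 nM His-tagged BRCA1 BRCT with 100 nM TAMRA-labelled phospho-BACH1 decapeptide, phosphate buffer pH 7.3 with 150 mM NaCl, DTT, 0.01% Tween 20; 12 min RT. Binding inhibition seen as FP decrease.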
# Fluorescein autfl: fluorescein region autofluorescence. actives 0.91% (n = 59,000). AID 593. max fluorescein-equivalent concentration, M. Compound autofluorescence, 480/540 nm, fluorescein-equivalent; hits give high values; in the data active means max fluorescein-equivalent concentration above about 10 nM; inconclusive means between about 1.1 nM and that limit
#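 First, buffer (100 mM Tris, pH 8.0) dispensed; second, compounds and fluorescein standards pinned in; third, 15 min room-temperature incubation; finally, imaging at ex 480 nm/em 540 nm. Fluorescence normalized against the six-point fluorescein curve.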
# Rhodamine autofl: compound autofluorescence in rhodamine spectral region; Rhodamine-region fluorescence, 547/598 nm, Tris buffer; hits give high values; max dye-equivalent concentration, M; actives 0.05% (n = 59,000); AID 594; in the data active means max dye-equivalent concentration above about 11 nM; inconclusive means between about 1.1 nM and that limit
#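 A six-point rhodamine series on each plate calibrates the signal. Compounds sit in 100 mM Tris (pH 8.0) for 15 min at ambient temperature before imaging through 547 nm/598 nm filters.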
# * marks the source's active call; other numbers are inactive results; i = inactive; u = inconclusive; x = no result given; [ ] = another dose, or the depositor's remark. Unless noted, the call rests on the fitted dose curve; in most records, active means well fitted curve in the direction sought with a large enough effect; inconclusive means small, poorly fitted or top-dose-only effect, or another doubt; inactive means no such curve, though single readings can be large; an effect the other way counts as inactive or inconclusive. A portion of the library (hit frequency here may not be typical).
# Order of results: HEK293 cAMP ctrl	Texas Red fluor	USP2a inh	A350 fluor	Caspase-1 inhib	Caspase-7 inhib	BRCT inh green	4-MU autofl	BRCT PPI red	Fluorescein autfl	Rhodamine autofl
1	O=C1C(=O)N(CCN2CCOCC2)C(c2ccccn2)/C1=C(/O)c1ccc(F)cc1 (stereo unspecified)
→ x	i	x	u	x	x	x	i	x	u	i
2	CC(=O)N[C@@H](CC(=O)O)C(=O)O
→ -16%[25.6 µM]	u	-8%[17.1 µM]	i	-1%[25.7 µM]	2%[25.7 µM]	0.4%[34.4 µM]	i	-0.3%[34.4 µM]	u	i
3	O=C(NC1CCCCC1NC(=O)c1cccs1)c1cccs1 (stereo unspecified)
→ 12%	i	-19%	i	3%	0%	-3.3%	i	2.6%	i	i
4	O=C(CN(CC1CCCO1)C(=O)CNS(=O)(=O)c1ccccc1)NCc1ccccc1 (stereo unspecified)
→ 5%	u	4%	i	-3%	-1%	-0.6%	i	-2.5%	i	i
5	CCCOCC(O)COc1ccccc1C(=O)N1CCOCC1 (stereo unspecified)
→ 1%	u	1%	i	-1%	1%	-1.4%	i	1.1%	u	i
6	COc1ccc2c(c1)O[C@@H]1c3ccc(OC)cc3OCC21 (stereo partly specified)
→ x	x	0%	x	2%	0%	-1.0%[3.08 µM]	x	1.1%	x	x
7	CCn1c(=O)c(C(=O)Nc2cccnc2)c(O)c2ccccc21
→ 20%	u	14%	u	3%	0%	-1.7%	u	1.2%	u	i
8	O=C(Oc1ccccc1)N1CCC[C@@]2(CCN(c3ccccn3)C2)C1
→ u	i	10%	i	0%	0%	0.3%	i	1.1%	i	i
9	N#Cc1c(N2CCN(C(=O)c3ccco3)CC2)nc(-c2ccccc2)c2c1CCCC2
→ 16µM*	x	u	x	-18%	-20%	-0.1%	x	-0.3%	x	x
10	CN1C(=O)C(O)(CC(=O)c2cccc(-n3cccc3)c2)c2ccccc21 (stereo unspecified)
→ 1%	i	17%	i	0%	0%	-0.9%	i	0.8%	i	i
11	CC(=O)CSCc1ccccn1
→ 16%[11.4 µM]	i	x	u	-3%[11.5 µM]	-1%[11.5 µM]	0.1%[15.4 µM]	u	1.0%[15.4 µM]	u	i
12	O=C(CS(=O)(=O)Cc1ccccc1)Nc1cccnc1
→ -3%	u	-1%	i	3%	3%	-3.2%	i	-0.2%	u	i
13	COc1ccc(-n2c(SCC(=O)N3CCCCC3C)nnc2-c2cccnc2)cc1 (stereo unspecified)
→ 6%	i	14%	i	0%	-1%	-0.1%	i	-1.8%	u	i
14	Cn1c(SCCOc2cccc(Cl)c2)nnc1-c1ccncc1
→ 1%	u	13%	i	0%	-2%	-0.6%	i	-0.2%	i	i
15	Cc1noc(C)c1CSc1nc2[nH]ncc2c(=O)n1-c1ccccc1
→ 14%	i	13%	u	0%	2%	13%	i	-0.5%	u	i
16	Cc1ccc(NC(=O)COC(=O)Cn2c(C)csc2=O)cc1
→ 6%	u	-5%	i	3%	1%	-0.3%	i	-0.3%	i	i
17	CC(C)NC1(C(N)=O)CCN(Cc2ccccc2)CC1
→ -1%[11.4 µM]	i	x	i	1%[11.5 µM]	1%[11.5 µM]	0.9%[15.4 µM]	i	-1.5%[15.4 µM]	u	i
18	Cn1cc(CNC(=O)COc2ccc(Cl)cc2Cl)cn1
→ -3%	i	4%	i	0%	-3%	-1.5%	i	-1.1%	i	i
19	CC(C)C(=O)N1CCN(c2nc(-c3ccccc3)c3c(c2C#N)CC(C)(C)OC3)CC1
→ x	i	x	2e-07M*	x	x	x	1.9e-07M*	x	u	i
20	CCOC(=O)c1[nH]c2ccc(OCC)cc2c1NC(=O)CN1CCC2(CC1)OCCO2
→ 3%	i	69%[activator]	1.4e-07M*	-1%	-3%	0.5%	1.1e-07M*	1.5%	i	i
21	O=C(CN1CCN(Cc2ccccc2)CC1)Nc1ccc(Cl)cn1
→ 10%	i	8%	i	-1%	0%	-3.6%	i	-0.5%	u	i
22	Cc1cc(C)nc(Nc2n[nH]c(-c3ccccc3Br)n2)n1
→ 13%	u	6%	i	1%	2%	-1.5%	i	0.5%	i	i
23	O=C(CCCSc1nc2ccccc2[nH]1)N1CCN(c2ccccc2)CC1
→ -1%	i	17%	i	-1%	0%	-1.0%	i	-0.5%	i	i
24	COc1ccc(S(=O)(=O)NC2CC3CCC2C3)cc1Cl (stereo unspecified)
→ -1%	i	-7%	i	-2%	-1%	1.0%	i	-1.5%	i	i
25	COc1ccccc1-n1c(CNC(=O)COc2ccccc2)n[nH]c1=S
→ -1%	i	10%	i	-1%	0%	-1.1%	i	-1.2%	i	i
26	O=C1C2C3C=CC(C3)C2C(=O)N1c1nccs1 (stereo unspecified)
→ 8%	i	-5%	i	-10%	0%	-0.4%	i	0.4%	i	i
27	O=C(COC(=O)c1ccccc1)NCC1CCCO1 (stereo unspecified)
→ 1%	u	-3%	i	0%	-2%	-0.3%	i	1.1%	i	i
28	CC(=O)Nc1ccc(-c2nnc(SCC(=O)n3c4c(c5ccccc53)CCCC4)n2C)cc1
→ 14%	i	27%	i	1%	1%	0.5%	i	0.2%	u	i
29	COc1ccccc1OCc1ccc(C(=O)N2CCN(C(=O)c3ccco3)CC2)cc1
→ -3%	i	15%	i	1%	-1%	1.3%	i	0.1%	i	i
30	COC(=O)CNC(=O)Cn1cnc2sc(C)c(S(=O)(=O)N3CCC(C)CC3)c2c1=O
→ -3%	i	9%	i	1%	1%	0.0%	i	-1.0%	i	i
31	Cc1csc(NC(=O)C(NS(=O)(=O)c2ccc(Br)s2)c2ccccc2)n1 (stereo unspecified)
→ 0%	i	25%	i	-4%	-3%	-3.8%	i	-0.9%	u	i
32	CC(=O)c1ccc(N(C)C)c2c(N(C)C)cccc12
→ u	i	-2%	i	0%	0%	-4.6%	i	-0.1%	i	i
33	Cc1nn(C(C)C(=O)O)c2ccccc12 (stereo unspecified)
→ 7%	i	1%	i	2%	1%	-2.4%	i	-2.1%	u	i
34	CCOc1nc2ccccc2nc1NS(=O)(=O)c1ccccc1
→ 4%	u	-2%	u	1%	-1%	-2.4%	u	0.6%	i	i
35	Cc1cc(C(=O)OCC(=O)Nc2cc(C(F)(F)F)ccc2N2CCOCC2)c(C)o1
→ u	i	-6%	i	-4%	-3%	-0.6%	i	-1.5%	u	i
36	COc1ccccc1CNc1ncncc1-c1ccccc1C
→ 24%	i	-9%	i	1%	0%	4.9%	i	-0.5%	i	i
37	Cc1nn(C(C)C(=O)N2CCc3ccccc3C2)c(=O)c2cc3occc3n12 (stereo unspecified)
→ 0%	i	10%	i	0%	-2%	0.3%	i	1.3%	i	i
38	O=C(CSc1nnnn1-c1ccccc1)Nc1nc(-c2ccccc2)ns1
→ u	i	6%	i	3%	0%	-0.6%	i	0.3%	i	i
39	O=C1C(Cl)=C(N2CCN(Cc3ccccc3)CC2)C(=O)N1c1ccccc1
→ 17%	i	-3%	u	-5%	-4%	-3.0%	u	0.0%	u	i
40	COCCNC(=O)C(c1ccc(Cl)cc1)N(C(=O)CCC(=O)Nc1ccccn1)C1CCCC1 (stereo unspecified)
→ 25%	i	x	i	0%	-2%	0.4%	i	1.1%	u	i
41	CN1CCN(Cc2nc(N)nc(Nc3ccc4c(c3)OCCO4)n2)CC1
→ -4%	u	3%	i	-1%	0%	-1.2%	i	0.3%	i	i
42	CCCOc1cccc(C2/C(=C(/O)c3ccccc3)C(=O)C(=O)N2CCN(C)C)c1 (stereo unspecified)
→ x	i	x	i	x	x	x	i	x	u	i
43	N#Cc1cccc(NC(=O)N2CCC3(CC2)CCN(C(=O)c2csnn2)CC3)c1
→ u	i	22%	i	-3%	0%	-2.8%	i	-0.3%	i	i
44	O=S(=O)(Cc1ccccc1)/C1=C(\N2CCOCC2)CCCCCC1
→ 7%	i	6%	u	-2%	-1%	-0.7%	u	0.4%	u	i
45	COc1ccc(S(=O)(=O)NCC2CCC(C(=O)N3CCC4(CC3)OCCO4)CC2)cc1 (stereo unspecified)
→ -2%	u	16%	i	1%	-1%	1.0%	i	-2.2%	i	i
46	COc1ccc(-c2n[nH]c(C(F)(F)F)c2-c2cc3ccccc3o2)c(O)c1
→ 13%	i	u	i	-6%	-7%	-0.9%	i	-2.3%	i	i

# Structures shown so far that have a furan ring, fused or not (five):
# Order of results: HEK293 cAMP ctrl	Texas Red fluor	USP2a inh	A350 fluor	Caspase-1 inhib	Caspase-7 inhib	BRCT inh green	4-MU autofl	BRCT PPI red	Fluorescein autfl	Rhodamine autofl
9	N#Cc1c(N2CCN(C(=O)c3ccco3)CC2)nc(-c2ccccc2)c2c1CCCC2
→ 16µM*	x	u	x	-18%	-20%	-0.1%	x	-0.3%	x	x
29	COc1ccccc1OCc1ccc(C(=O)N2CCN(C(=O)c3ccco3)CC2)cc1
→ -3%	i	15%	i	1%	-1%	1.3%	i	0.1%	i	i
35	Cc1cc(C(=O)OCC(=O)Nc2cc(C(F)(F)F)ccc2N2CCOCC2)c(C)o1
→ u	i	-6%	i	-4%	-3%	-0.6%	i	-1.5%	u	i
37	Cc1nn(C(C)C(=O)N2CCc3ccccc3C2)c(=O)c2cc3occc3n12 (stereo unspecified)
→ 0%	i	10%	i	0%	-2%	0.3%	i	1.3%	i	i
46	COc1ccc(-c2n[nH]c(C(F)(F)F)c2-c2cc3ccccc3o2)c(O)c1
→ 13%	i	u	i	-6%	-7%	-0.9%	i	-2.3%	i	i
